Compound activity as filed in PubChem.
L3MBTL1 inh: blocks human L3MBTL1; Q9Y468; AlphaScreen L3MBTL1–H3K9me1 peptide binding; Potency, µM (series often up to 57.1 µM), without a hit: top-dose activity, negative = inhibition, most hits filed as inhibitors; actives 0.66% (n = 230,000); also: % is scaled to controls: 0 for no effect and ±100 for the full control effect; nearly all actives have a fitted effect of over 60% in size
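AlphaScreen proximity signal between nickel-chelate acceptor and streptavidin donor beads (final 10 ug/mL) reports binding of 50 nM L3MBTL1 to 75 nM biotin-H3 K9me1 peptide; complex incubated with compounds 30 min at room temperature; cefsulodin titration as control.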
ALDH1A1 block: ALDH1A1 (human) enzyme inhibition; actives 7.3% (n = 220,000); Purified ALDH1A1, NADH fluorescence, propionaldehyde substrate; Potency, µM (doses to about 75.3 µM), inactives show top-dose activity, negative = inhibition, usual class: inhibitors; P00352; AID 1030; active = well fitted inhibition curve with a large enough effect, not every such curve was filed as active; inconclusive = small, poorly fitted or top-dose-only effect, or another doubt; inactive = no such curve, though single readings can be large or run the other way;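 also: plate controls were no enzyme wells and a reference inhibitor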
SMN2 splice up: enhancers of SMN2 splice variant expression. actives 2.8% (n = 210,000). AID 1458. HEK293 SMN2-luciferase splicing reporter, luminescence, 30-36 h. Potency, µM (titrated, usually from 46.1 µM), for inactives: top-dose activity change, positive = activation, usual class: activators; also: % of control where 0% means no effect; nearly all actives have a fitted effect of over 55% in size
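HEK293 cells carry an SMN2 minigene-luciferase reporter in which exon 7 inclusion puts luciferase in frame. Cells were seeded at 2000 cells/well, attached for 10-12 hours, then exposed to compounds for 30-36 hours at 37C before ONE-Glo luminescence.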
RECQ1 inh: inhibitors of human RECQ1 DNA helicase | RECQ1 DNA unwinding, red fluorescence kinetic read | actives 0.54% (n = 240,000) | Potency, µM (top dose mostly 57.3 µM), for the others: at the top dose activity, negative = inhibition, hits mostly inhibitors;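 also: plate controls were vehicle for no effect and no enzyme for full effect; nearly all actives have a fitted effect of over 30% in size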
Target sequence (P46063 whole entry, looked up): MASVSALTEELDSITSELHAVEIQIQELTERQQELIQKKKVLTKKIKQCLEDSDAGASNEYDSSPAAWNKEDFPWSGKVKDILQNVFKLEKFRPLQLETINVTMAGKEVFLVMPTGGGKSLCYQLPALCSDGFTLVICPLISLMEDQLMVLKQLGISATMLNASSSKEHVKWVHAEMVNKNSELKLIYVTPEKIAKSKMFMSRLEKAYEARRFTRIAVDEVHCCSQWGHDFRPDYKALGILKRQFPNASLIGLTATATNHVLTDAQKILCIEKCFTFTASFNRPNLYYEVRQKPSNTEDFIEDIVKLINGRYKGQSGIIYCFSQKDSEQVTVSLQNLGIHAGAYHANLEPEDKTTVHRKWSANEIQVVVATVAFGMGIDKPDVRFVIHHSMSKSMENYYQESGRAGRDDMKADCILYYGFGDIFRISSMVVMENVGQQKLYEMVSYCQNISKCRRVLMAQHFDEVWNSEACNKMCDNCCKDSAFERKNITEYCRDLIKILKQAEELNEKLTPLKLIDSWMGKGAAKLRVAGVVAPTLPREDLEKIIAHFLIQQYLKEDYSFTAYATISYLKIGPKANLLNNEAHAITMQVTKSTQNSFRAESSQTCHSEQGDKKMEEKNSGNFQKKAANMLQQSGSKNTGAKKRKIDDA
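50 nM RECQ1T1 preincubated 15 min with compound in Tris pH 8.0 buffer with MgCl2, DTT, Tween-20 and 2.5 ug/ml poly(dI-dC); started with 200 nM TAMRA/BHQ-2 forked duplex and 2 mM ATP. Unwinding read as fluorescence (525/598 nm), two reads 2 h apart.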
LMNA splice mod: LMNA splicing modulation. HeLa LMNA splicing GFP/RFP minigene ratio, 48 h. Potency, µM (doses to about 46.1 µM), without a hit: top-dose ratio change, negative = inhibition, usual class: inhibitors. actives 0.01% (n = 200,000). AID 1487; active = well fitted inhibition curve with a large enough effect in the signal ratio, with a control signal flat, not every such curve was filed as active; inconclusive = small, poorly fitted or top-dose-only effect, or effect the other way, or a change in a side signal; the % refers to the signal ratio; also: % is scaled to controls: 0 for no effect and ±100 for the full control effect
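S3 HeLa stable clones carrying a lamin A-EGFP splicing minigene plus DsRed2 were seeded at 600 cells/well in Opti-MEM with 2% FBS, pin-dosed and incubated 48 h at 37°C. Acumen cytometry (488 nm) gave the GFP/RFP total-intensity ratio.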
JMJD2E inh: blocks human JMJD2E demethylase activity. Potency, µM (top dose mostly 57.1 µM), for the others: at the highest dose activity change, negative = inhibition, most hits filed as inhibitors. JMJD2E catalytic domain, FDH-coupled NADH fluorescence (FDH is formaldehyde dehydrogenase). actives 1.6% (n = 230,000); active = well fitted inhibition curve with a large enough effect, not every such curve was filed as active; inconclusive = small, poorly fitted or top-dose-only effect, or another doubt; inactive = no such curve, though single readings can be large or run the other way;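 also: 0% = wells with enzyme and -100% = buffer wells without enzyme; nearly all actives have a fitted effect of over 50% in size; many of its hits are not listed in these tables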
Tau ThT inhib: inhibitors of human tau fibril formation, thioflavin T binding. recombinant tau K18 P301L (four-repeat tau fragment), heparin-induced fibrillization, ThT fluorescence. Potency, µM (series often up to 57.4 µM), for the others: at the top dose activity, negative = inhibition, actives largely listed as inhibitors. actives 2.1% (n = 270,000). AID 1460; also: % is scaled to controls: 0 for no effect and ±100 for the full control effect; nearly all actives have a fitted effect of over 55% in size
Target sequence (P10636 561-689 P618L limits assumed): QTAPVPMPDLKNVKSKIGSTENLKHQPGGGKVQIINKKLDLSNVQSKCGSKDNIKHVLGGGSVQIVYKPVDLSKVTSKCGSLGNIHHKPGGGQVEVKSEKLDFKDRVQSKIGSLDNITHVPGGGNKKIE
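Recombinant human tau K18 fragment […] carrying P301L, 15 uM unlabeled plus 0.24 uM Alexa 594-labeled, was fibrillized with 20 uM heparin in 100 mM sodium acetate pH 7 for 6 hr at 37 C; 30 uM ThT fluorescence read after 1 hr.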
KinaseGlo FLuc: counter-screen: inhibitors of Kinase-Glo firefly luciferase | Q27757 | Kinase-Glo luciferase, ATP luminescence, 8 min | Potency, µM (series often up to 38.3 µM), for inactives: at the highest dose activity change, negative = inhibition, actives largely listed as inhibitors | actives 0.28% (n = 200,000) | AID 1379; also: % is scaled to controls: 0 for no effect and ±100 for the full control effect; nearly all actives have a fitted effect of over 60% in size
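Inhibition of Kinase-Glo luciferase light generation was assessed at 10 uM ATP in pH 7.2 imidazole buffer, with luminescence measured after eight minutes at ambient temperature.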
Active calls of the source: *; & = joins results of further samples; [ ] = another dose, or the depositor's remark. Unless noted, calls follow the shape of the dose curve; as a rule, active = well fitted curve in the direction sought with a large enough effect; inconclusive = small, poorly fitted or top-dose-only effect, or another doubt; inactive = no such curve, though single readings can be large; an effect the other way counts as inactive or inconclusive. Potency is read from the fitted curve at half-maximal effect. A portion of the library, so the mix of outcomes need not match the whole.

For NCC12CC3CC(CC(O)(C3)C1)C2 the results were ALDH1A1 block 1%, SMN2 splice up -8%, RECQ1 inh -14%, LMNA splice mod 0%, JMJD2E inh 0%, Tau ThT inhib 7% and KinaseGlo FLuc -1%.
For N#C/C(=N\Nc1ccc(F)cc1)C(=N)N1CCCCCC1 the results were ALDH1A1 block inconclusive, SMN2 splice up 4µM*, RECQ1 inh -4%, JMJD2E inh 7%, Tau ThT inhib -17% and KinaseGlo FLuc 12%.
For COC(=O)c1ccc(S(=O)(=O)NCc2cccc(OC)c2)n1C the results were L3MBTL1 inh -3%, ALDH1A1 block inconclusive, SMN2 splice up -17%, RECQ1 inh 5%, LMNA splice mod -3%, JMJD2E inh 2%, Tau ThT inhib -11% and KinaseGlo FLuc -1%.
CCOc1ccc2[nH]c(=O)c(CN(CCOC)C(=O)N3CCOCC3)cc2c1 was read as L3MBTL1 inh -5%, ALDH1A1 block inconclusive, SMN2 splice up 25%, RECQ1 inh -6%, LMNA splice mod 3%, JMJD2E inh inconclusive, Tau ThT inhib 6% and KinaseGlo FLuc -2%.
COc1ccc(S(=O)(=O)N2CCC(C(=O)N3CCc4ccccc4C3)CC2)cc1C was read as ALDH1A1 block -2%, SMN2 splice up -18%, RECQ1 inh inactive, LMNA splice mod 1%, JMJD2E inh 5%, Tau ThT inhib inconclusive and KinaseGlo FLuc -1%.
Nc1nnc(SCC(=O)c2ccc3ccccc3c2)s1 was read as ALDH1A1 block 8.9µM*, SMN2 splice up inconclusive, RECQ1 inh inactive, LMNA splice mod 5%, JMJD2E inh 2%, Tau ThT inhib 2% and KinaseGlo FLuc -2%.
For Cc1ccccc1NC(=O)CN1C(=S)NC(C)(C)CC1C (stereo unspecified) the results were L3MBTL1 inh -2%, ALDH1A1 block inconclusive, SMN2 splice up -5%[1.84 µM], RECQ1 inh 0%, LMNA splice mod -12%, JMJD2E inh 3%, Tau ThT inhib -8% and KinaseGlo FLuc -2%.
`COC(=O)CSc1nc2cc3c(cc2cc1C#N)OCO3` gave L3MBTL1 inh 10%, ALDH1A1 block -10%, SMN2 splice up 10µM*, RECQ1 inh 2%, LMNA splice mod 0%, JMJD2E inh -11%, Tau ThT inhib inconclusive and KinaseGlo FLuc 2%.
`CC(C)c1ccccc1-n1c(SCC(=O)N2CCN(c3ccccc3)CC2)nnc1-c1cccnc1` gave L3MBTL1 inh -12%, ALDH1A1 block -6%, SMN2 splice up -13%, RECQ1 inh -11%, LMNA splice mod inconclusive, JMJD2E inh 2%, Tau ThT inhib inconclusive and KinaseGlo FLuc -1%.
For CC(C)C(=O)N=c1sc2cc(F)cc(F)c2n1C the results were ALDH1A1 block -4%, SMN2 splice up -19%, RECQ1 inh -16%, LMNA splice mod -7%, JMJD2E inh -10%, Tau ThT inhib -3% and KinaseGlo FLuc 2%.
For O=C(CCSc1nnc(-c2ccccc2)o1)N1CCOCC1 the results were L3MBTL1 inh 0%, ALDH1A1 block -2%, SMN2 splice up inconclusive, RECQ1 inh inactive, LMNA splice mod 0%, JMJD2E inh -11%, Tau ThT inhib -17% and KinaseGlo FLuc 2%.
For Cc1ccc(-c2nc(CSCC(=O)NCCN3CCN(Cc4ccccc4)CC3)c(C)o2)cc1 the results were L3MBTL1 inh -9%, ALDH1A1 block 0%, SMN2 splice up -29%, RECQ1 inh 11%, LMNA splice mod inconclusive, JMJD2E inh -6%, Tau ThT inhib -14% and KinaseGlo FLuc -5%.
Screening CCCC1CCC(C(=O)n2nc(N)c3cc4ccc(OC)cc4nc32)CC1 (stereo unspecified) returned L3MBTL1 inh -3%, ALDH1A1 block 3%, SMN2 splice up -12%, RECQ1 inh -5%, LMNA splice mod 1%, JMJD2E inh 12%, Tau ThT inhib -5% and KinaseGlo FLuc -1%.
Screening O=C1/C(=C\c2ccc(O)cc2)SC(=S)N1c1cccnc1 returned L3MBTL1 inh 0%, ALDH1A1 block 0%, RECQ1 inh -9%, JMJD2E inh -7%, Tau ThT inhib inconclusive and KinaseGlo FLuc -3%.
Screening CCO[C@H]1OC(C(=O)N2CCN(Cc3ccccc3)CC2)=C[C@@H](c2ccccc2)[C@@H]1CCCO returned L3MBTL1 inh 1%, ALDH1A1 block -2%, RECQ1 inh -3%, JMJD2E inh -3% and Tau ThT inhib -2%.
CCOC(=O)C1=C(C)NC(=O)NC1c1cccnc1 (stereo unspecified) was read as L3MBTL1 inh 1%, ALDH1A1 block 0%, SMN2 splice up 4%, RECQ1 inh -5%, LMNA splice mod 15%, JMJD2E inh -4%, Tau ThT inhib -7% and KinaseGlo FLuc -1%.
Cc1ccc(C)c(NC(=O)C2(C)CC3c4ccccc4C2c2ccccc23)c1 (stereo unspecified) was read as L3MBTL1 inh -4%, ALDH1A1 block 7%, SMN2 splice up -11%, RECQ1 inh -3%, LMNA splice mod 13%, JMJD2E inh 7%, Tau ThT inhib -6% and KinaseGlo FLuc -4%.
O=C(NCc1ccc(Cl)cc1)c1cc(=O)nc2sc(-c3ccccc3)nn12 was read as ALDH1A1 block 5µM*, SMN2 splice up 22%, RECQ1 inh -6%, LMNA splice mod 14%, JMJD2E inh -1%, Tau ThT inhib -4% and KinaseGlo FLuc 2%.
CCN1CCN(Cc2nc3c(c(=O)n(C)c(=O)n3C)n2C(C)C(C)=O)CC1 (stereo unspecified) was read as L3MBTL1 inh -2%, ALDH1A1 block 6%, SMN2 splice up -12%, RECQ1 inh inactive, LMNA splice mod 2%, JMJD2E inh 1%, Tau ThT inhib -6% and KinaseGlo FLuc -1%.
For Cc1cccc(-c2nc(CN3CCCC(C(=O)NC4CCCC4)C3)c(C)o2)c1 (stereo unspecified) the results were L3MBTL1 inh -7%, ALDH1A1 block 14%, SMN2 splice up -15%, RECQ1 inh -5%, LMNA splice mod -10%, JMJD2E inh 9%, Tau ThT inhib -7% and KinaseGlo FLuc -2%.
COc1ccccc1OCCCc1c(C)n[nH]c1C was read as L3MBTL1 inh 3%, ALDH1A1 block 2%, SMN2 splice up -29%, RECQ1 inh -3%, LMNA splice mod -5%, JMJD2E inh -1%, Tau ThT inhib -11% and KinaseGlo FLuc 16%.
`COCCCCCCCCCCCC(=O)O` gave ALDH1A1 block 10%&18%, SMN2 splice up 5%&5%, RECQ1 inh 2%&3%, JMJD2E inh 7%, Tau ThT inhib -3%&-10% and KinaseGlo FLuc 0%.
`CCCC(C)NC(=O)c1ccc(-c2ccccc2)cc1` (stereo unspecified) gave ALDH1A1 block 10%, RECQ1 inh 1%, JMJD2E inh 7% and Tau ThT inhib 10%.
Screening COc1ccc2c(c1)OCc1c-2oc2cc(OC)ccc12 returned ALDH1A1 block -4%, SMN2 splice up 13µM*, RECQ1 inh 7%, JMJD2E inh inactive, Tau ThT inhib 8.9µM* and KinaseGlo FLuc -2%.
For COc1ccccc1Oc1cc(F)nc(N)n1 the results were L3MBTL1 inh 2%, ALDH1A1 block 16%, SMN2 splice up 0%, RECQ1 inh -1%, LMNA splice mod 8%, JMJD2E inh 11%, Tau ThT inhib -10% and KinaseGlo FLuc -4%.
CS(=O)(=O)N(CC(=O)NC1CCCCC1)Cc1ccc(Cl)cc1 was read as ALDH1A1 block 2%, SMN2 splice up 14%, RECQ1 inh -8%, LMNA splice mod 1%, JMJD2E inh 2%, Tau ThT inhib -7% and KinaseGlo FLuc -1%.
Screening CC(C)(CC(=O)O)CC(=O)NCc1c(Cl)cccc1Oc1ccccc1 returned L3MBTL1 inh 3%, ALDH1A1 block 13%, RECQ1 inh 4%, JMJD2E inh -6% and Tau ThT inhib -1%.
For O=C(O)CCCN1C(=O)C(=O)/C(=C(/O)c2ccccc2)C1/C=C/c1ccccc1 (stereo unspecified) the results were L3MBTL1 inh 2%, ALDH1A1 block 11%, RECQ1 inh -5%, LMNA splice mod 16%[46 µM], JMJD2E inh -15%, Tau ThT inhib -11% and KinaseGlo FLuc 0%.
`O=C(/C=C\c1ccccc1)Nc1ccc(NC(=O)c2ccco2)cc1` gave L3MBTL1 inh 7%, ALDH1A1 block 2%, SMN2 splice up 17%, RECQ1 inh inactive, LMNA splice mod inconclusive, JMJD2E inh -1%, Tau ThT inhib inconclusive and KinaseGlo FLuc 0%.
For COc1ccccc1NC(=O)CN1CCSc2ccccc21 the results were ALDH1A1 block inconclusive, SMN2 splice up -11%, RECQ1 inh -1%, LMNA splice mod inconclusive, JMJD2E inh 3%, Tau ThT inhib -7% and KinaseGlo FLuc 0%.
`COc1ccccc1Nc1nc(N)nc(CN2CCN(Cc3ccc4c(c3)OCO4)CC2)n1` gave L3MBTL1 inh 11%, RECQ1 inh -13%, JMJD2E inh -3% and Tau ThT inhib -3%.
For CCn1nnc(NC(=O)COc2ccc(C3CCCCC3)cc2)n1 the results were L3MBTL1 inh 2%, ALDH1A1 block -8%, SMN2 splice up inconclusive, RECQ1 inh -7%, LMNA splice mod inconclusive, JMJD2E inh -6%, Tau ThT inhib -24% and KinaseGlo FLuc 1%.
`CC(NC(=O)Cc1cccs1)C(c1cccs1)N1CCOCC1` (stereo unspecified) gave L3MBTL1 inh -29%, ALDH1A1 block -2%, SMN2 splice up -8%, RECQ1 inh inactive, LMNA splice mod 4%, JMJD2E inh 12%, Tau ThT inhib -9% and KinaseGlo FLuc 1%.
For CC1CCN(CC(=O)Nc2ccccc2C(=O)c2ccccc2)CC1 the results were L3MBTL1 inh 5%, ALDH1A1 block 20%, RECQ1 inh -1%, LMNA splice mod 4%[46 µM], JMJD2E inh -5%, Tau ThT inhib -9% and KinaseGlo FLuc 2%.
